# High-throughput results as filed in PubChem BioAssay.
# B2AR arrestin ag – beta-arrestin recruitment by human beta2-adrenergic receptor ligands; P07550; HTLA Tango cells, beta-arrestin recruitment, luciferase luminescence, 18 h; Potency, µM (highest dose often 46.1 µM), for the others: at the top dose activation, actives largely listed as activators; 44,000 tested, under 10 active; AID 1347077;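 also: potency is read from the fitted curve at half-maximal effect; 0% = DMSO and full agonism = EC100 isoproterenol or metaproterenol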
# Target sequence (P07550 whole entry, looked up): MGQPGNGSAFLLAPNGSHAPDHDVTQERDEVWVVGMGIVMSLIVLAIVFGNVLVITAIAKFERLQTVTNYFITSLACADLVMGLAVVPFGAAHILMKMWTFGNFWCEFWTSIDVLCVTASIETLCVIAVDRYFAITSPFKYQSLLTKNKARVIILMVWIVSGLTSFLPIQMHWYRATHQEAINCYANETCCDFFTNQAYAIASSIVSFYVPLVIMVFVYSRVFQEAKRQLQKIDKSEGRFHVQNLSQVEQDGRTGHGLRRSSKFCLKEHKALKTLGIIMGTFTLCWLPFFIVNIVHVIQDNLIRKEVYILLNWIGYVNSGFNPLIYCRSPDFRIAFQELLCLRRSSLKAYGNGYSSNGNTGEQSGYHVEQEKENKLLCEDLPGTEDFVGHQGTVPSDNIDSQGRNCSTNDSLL
#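 Tango cells (recombinant beta2-AR, beta-arrestin, tTA-driven luciferase), 1500/well in DMEM 1% FBS, treated 18 h at 37 °C with compounds up to 46 µM; luciferin mix added, luminescence read after 15 min; %activity curves fitted and curve-classed.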
# GALK inhibitor – inhibitors of human galactokinase (GALK); 44,000 tested, under 10 active; Potency, µM (titrated, usually from 57.5 µM), without a hit: at the highest dose activity, negative = inhibition, most hits filed as inhibitors; recombinant GALK, Kinase-Glo ATP luminescence, 1 h; P51570; AID 1347072;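 also: plate controls were full GALK reaction for no effect and reaction lacking GALK for full effect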
#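 Reactions with and without enzyme served as controls. GALK at 5 nM phosphorylates 100 uM galactose using 35 uM ATP (HEPES pH 8.0, Mg2+) for 1 h at RT, with luminescence read 10 min after adding Kinase-Glo Plus.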
# PTAP-TSG101 blk – inhibitors of HIV-1 PTAP binding to human TSG101, validation; Q99816; Fluorescence polarization, FITC-PTAP peptide/Tsg101, 20 min; Potency, µM (titrated, usually from 115 µM), for inactives: top-dose activity change, negative = inhibition, most hits filed as inhibitors; 44,000 tested, under 10 active; AID 1347069; also: potency is read from the fitted curve at half-maximal effect; 0% is about no effect
# Target sequence (Q99816 whole entry, looked up): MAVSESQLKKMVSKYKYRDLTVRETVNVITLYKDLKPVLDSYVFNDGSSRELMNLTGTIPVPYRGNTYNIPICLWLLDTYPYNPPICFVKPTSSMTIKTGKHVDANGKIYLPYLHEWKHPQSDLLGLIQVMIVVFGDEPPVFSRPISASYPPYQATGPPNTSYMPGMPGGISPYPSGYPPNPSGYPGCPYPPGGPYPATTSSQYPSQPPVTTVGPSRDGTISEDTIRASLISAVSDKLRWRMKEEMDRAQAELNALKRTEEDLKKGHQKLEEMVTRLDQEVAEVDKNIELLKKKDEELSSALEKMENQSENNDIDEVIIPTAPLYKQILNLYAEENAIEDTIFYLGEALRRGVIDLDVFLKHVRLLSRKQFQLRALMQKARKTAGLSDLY
#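 FITC-labeled PTAP peptide (50 nM final) binding to Tsg101 binding domain (10 uM final) read by fluorescence polarization after 20 min at r.t. in HEPES pH 7.5 buffer. Actives by CRC class, <25 µM.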
# p53null 39C kill – kills p53 null cells at the nonpermissive temperature. H1299 p53-null (neo) cells, 39C, ATPlite viability, 24 h. Potency, µM (highest dose often 46.1 µM), for the others: at the highest dose activity, negative = cell killing, actives largely listed as cytotoxic. 55,000 tested, 0.97% active. AID 904;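 also: potency is read from the fitted curve at half-maximal effect; 0% = DMSO only and -100% = full killing by 100 µM tamoxifen; nearly all actives have a fitted effect of over 50% in size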
#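 ATP-luminescence viability readout (ATPlite, 20 min RT) after 24 hr compound treatment at 39C of H1299-neo or H1299-p53A138V cells; titration up to 46 uM; normalized to DMSO and 100 uM tamoxifen; Hill-fit AC50.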
# p53null 32C tox – kills p53 null cells at the permissive temperature. 55,000 tested, 0.62% active. H1299-neo p53 null cells, ATP luminescence, 24 h, 32C. AID 903. Potency, µM (highest dose often 46.1 µM), without a hit: at the top dose activity change, negative = cytotoxicity, actives largely listed as cytotoxic;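 also: potency is read from the fitted curve at half-maximal effect; 0% = DMSO only and -100% = full killing by 100 µM tamoxifen; nearly all actives have a fitted effect of over 55% in size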
#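 ATP-content luminescence in p53-null H1299-neo cells after 24 h compound exposure (up to 46 uM) at 32C permissive temperature; 0% and 100% killing set by DMSO and 100 uM tamoxifen; Hill-equation AC50.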
# FH mod – Identification of activators of human fumarate hydratase by quantitative high-throughput screening; Potency, µM (top dose mostly 79.9 µM), inactives show at the top dose activity change, negative = inhibition, usual class: inhibitors; Fumarate hydratase, mitochondrial (Homo sapiens), P07954; FH coupled MDH/diaphorase resazurin fluorescence, 15 min; 54,000 tested, 0.22% active; AID 1347055, 2019; also: potency is read from the fitted curve at half-maximal effect; % is scaled to controls: 0 for no effect and ±100 for the full control effect; the screen sought activators but most active calls are inhibition curves; nearly all actives have a fitted effect of over 45% in size
# NTMT1 inhibitor – inhibitors of human N-terminal methyltransferase NTMT1; Q9BV86; NTMT1 MTase-Glo SAH luminescence, purified enzyme; Potency, µM (series often up to 114 µM), for inactives: at the highest dose activity change, negative = inhibition, actives largely listed as inhibitors; 59,000 tested, 2.5% active; AID 1645870;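 also: potency is read from the fitted curve at half-maximal effect; plate controls were DMSO vehicle for no effect and no enzyme for full effect; nearly all actives have a fitted effect of over 65% in size; many of its hits are not listed in these tables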
# Target sequence (Q9BV86 whole entry, looked up): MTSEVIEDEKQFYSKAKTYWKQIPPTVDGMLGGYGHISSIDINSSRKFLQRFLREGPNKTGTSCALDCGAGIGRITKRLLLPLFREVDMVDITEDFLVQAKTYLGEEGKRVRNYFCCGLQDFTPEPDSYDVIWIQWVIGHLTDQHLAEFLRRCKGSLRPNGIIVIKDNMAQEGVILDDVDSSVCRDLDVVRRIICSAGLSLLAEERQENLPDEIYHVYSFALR
# An asterisk follows results filed as active; u = inconclusive; x = not tested or not shown; [ ] = remark or other dose. Calls follow the shape of the dose curve; as a rule, active = well fitted curve in the direction sought with a large enough effect; inconclusive = small, poorly fitted or top-dose-only effect, or another doubt; inactive = no such curve, though single readings can be large; an effect the other way counts as inactive or inconclusive. Not all compounds are listed, so the mix of outcomes need not match the whole.
# Values in the order – B2AR arrestin ag	GALK inhibitor	PTAP-TSG101 blk	p53null 39C kill	p53null 32C tox	FH mod	NTMT1 inhibitor
> Cc1ccc(C)c(NC(=O)Cn2c(=O)n(Cc3nc(C)no3)c(=O)c3cc4c(cc32)OCO4)c1
→ 1%	-2%	0%	11%	5%	11%	3%
> CCN(C(=O)c1cc2c(=O)oc3ccccc3c2s1)c1ccccc1F
→ 5%	4%	-2%	20%	-27%	-22%	-9%
> CCN(CC)S(=O)(=O)c1ccc(C(=O)NCCSc2c(-c3ccc(C)cc3)[nH]c3ccccc23)cc1
→ 0%	1%	-4%	-9%	8%	-16%	4%
> COC(=O)c1ccccc1NC(=O)C1=CC(c2ccc(C)cc2)=NS(=O)(=O)N1C
→ -2%	3%	0%	23%	10%	-3%	-5%
> Cc1ccc(OCCSc2nc3ccc(NC(=O)COc4ccc(C)cc4)cc3s2)cc1
→ -4%	0%	4%	-18%	-4%	3%	0%
> COCCNc1ncnc2c1c(-c1ccccc1)cn2-c1cccc(Cl)c1
→ 0%	-8%	-2%	31%[activator]	-5%	-11%	-1%
> COc1ccc(CC(=O)N(Cc2nc(-c3ccc(C)cc3)no2)C(C)C)cc1
→ 1%	10%	-5%	-15%	0%	-7%	-2%
> Cc1ccc(CCNC(=O)NCc2noc3ccc(C)cc23)cc1
→ 0%	2%	-3%	-25%	-1%	-9%	0%
> CCOc1ccc(CCNC(=O)Cn2c(=O)c3cccn3c3ccc(F)cc32)cc1OCC
→ 0%	2%	2%	-8%	-6%	-10%	-19%
> COc1ccccc1CNS(=O)(=O)c1ccc(-c2cc(C(F)(F)F)on2)s1
→ 0%	4%	4%	u	42%[activator]	-18%	7%
> CCC(C(=O)NCCc1ccc(SC)cc1)n1nc(C)c2c(C)n(-c3ccc(C)cc3)nc2c1=O (configuration not stated)
→ 1%	0%	-7%	-7%	15%	-5%	-12%
> COc1ccccc1C(=O)Nc1nnc(S(=O)(=O)N(C)c2ccc(Cl)cc2)s1
→ 0%	-5%	-6%	20%	13%	-15%	9%
> Cc1ccc(Cl)cc1NC(=O)COCc1cc(-c2ccco2)on1
→ -1%	2%	0%	-19%	-9%	-9%	u
> Cc1cc(NC(=O)CSc2ncc(C(=O)Nc3ccc(C)c(C)c3)c(=O)n2C)no1
→ -3%	-2%	0%	-7%	4%	-24%	6%
> CC1=C(c2ccc(C)c(C)c2)S(=O)(=O)N=C1N1CCC(C(=O)Nc2ccc(Cl)cc2)CC1
→ 8%	-1%	6%	4%	-1%	-1%	-7%
> CC(=O)Nc1ccc(NC(=O)c2cc(CN3CCCC3)on2)cc1
→ -1%	0%	-3%	-8%	9%	-7%	u
> COc1cc(NC(=O)CN2C(=O)CN(C)C(=O)c3ccccc32)cc(OC)c1OC
→ -1%	0%	-7%	23%	-3%	5%	6%
> O=C(CN1C(=O)COc2ccc(S(=O)(=O)N3CCCCCC3)cc21)N1CCN(c2ccc(F)cc2)CC1
→ 1%	-3%	7%	-4%	0%	-11%	-1%
> COc1ccc(CNC(=O)c2ccc3c(c2)N(Cc2ccccc2C)C(=O)c2ccccc2S3=O)cc1 (configuration not stated)
→ 1%	0%	0%	8%	2%	-17%	1%
> COc1ccc(NC(=O)CC(C)n2nc(C)cc2C)cc1Cl (configuration not stated)
→ 1%	2%	2%	-15%	4%	-8%	2%
> CC1Cn2cc(C(=O)Nc3ccccc3C(F)(F)F)c(=O)c3c(Cl)ccc(c32)O1 (configuration not stated)
→ -2%	1%	-1%	16%	0%	0%	20%
> CC(C)Sc1oc(-c2cccs2)nc1S(=O)(=O)c1ccc(Cl)cc1
→ 1%	0%	-7%	32%[activator]	6%	-2%	21%
> COc1cccc(NC(=O)CSc2cc(C)[nH]c(=O)n2)c1
→ -2%	2%	-4%	-1%	-5%	-2%	-2%
> CCCn1c2ccccc2c2cnn(CC(=O)NC(CCSC)C(=O)OC)c(=O)c21 (configuration not stated)
→ 0%	7%	1%	-13%	1%	-7%	-8%
> Cc1noc(C)c1S(=O)(=O)N1CCC(C(=O)N2CCN(c3cccc(C(F)(F)F)c3)CC2)CC1
→ 0%	-6%	-6%	-6%	12%	-16%	0%
> Cc1nn(C(=O)COc2ccccc2Br)c(C)c1Sc1ccccc1
→ 0%	0%	4%	6%	0%	-6%	-9%
> CCc1ccc(C(=O)c2cn(CC(=O)Nc3ccc4c(c3)OCCO4)c3ccc(C)cc3c2=O)cc1
→ -1%	-1%	-7%	-6%	6%	-3%	6%
> CN(CC(=O)Nc1cccc(C(F)(F)F)c1)S(=O)(=O)c1ccc2[nH]c3c(c2c1)CCCC3
→ -1%	4%	-2%	u	17%	u	-24%
> CCN(Cc1ccccc1)C(=O)c1cc2c(=O)oc3ccc(C)cc3c2s1
→ 0%	9%	-5%	-7%	-4%	u	-19%
> CCOc1ccccc1NCc1nnc2n1CCCCC2
→ 0%	-2%	-4%	4%	-2%	5%	2%
> COC(=O)c1ccc(NC(=O)C(c2ccccc2)N2Cc3ccccc3C2=O)cc1 (configuration not stated)
→ 3%	2%	-4%	-17%	-4%	u	-5%
> CCOc1ccc(NC(=O)N2CCN(S(=O)(=O)c3ccc4c(ccn4C)c3)CC2)cc1
→ 1%	5%	-2%	3%	0%	-15%	4%
> O=C(NCCCO)c1nn(-c2ccc(Cl)cc2)nc1CO
→ -2%	2%	1%	-7%	-12%	-2%	-5%
> CCOC(=O)c1c(NC(=O)c2nc(SC)ncc2Cl)sc(C)c1C
→ 0%	-10%	1%	21%	0%	7%	3%
> CCc1ccc(NC(=O)CC2C(=O)N(c3ccc(F)cc3)C(=O)N2Cc2ccc(F)cc2)cc1 (configuration not stated)
→ 2%	1%	0%	12%	3%	x	x
> Cc1cccn2c(=O)c(C(=O)NCCc3ccccc3)cnc12
→ -3%	4%	-1%	u	u	u	-18%
> O=C(COc1ccc(Cl)cc1)OCc1cc(=O)n2nc(-c3cccs3)sc2n1
→ 1%	1%	3%	7%	2%	u	-6%
> CCS(=O)(=O)N1CCc2cc(C(=O)Nc3cc(C(F)(F)F)ccc3Cl)ccc21
→ -3%	2%	-3%	14%	-4%	1%	10%
> CCOC(=O)c1c(NC(=O)C(C)Sc2cn(CCNC(=O)c3ccccc3OC)c3ccccc23)sc2c1CCC2 (configuration not stated)
→ 0%	-1%	-10%	x	x	-19%	0%
> Cc1cccn2c(=O)c3cc(C(=O)NC(C)c4ccccc4)c(=N)n(CCCO)c3nc12 (configuration not stated)
→ 0%	4%	-2%	8%	14%	2%	-9%
> COc1ccc(C(=O)Nc2ccc3oc(-c4cccnc4)nc3c2)cc1OC
→ -1%	1%	-2%	7%	-4%	-11%	-39%
> CC(C)c1cnc2c(c1SCC(=O)c1ccccc1)c(=O)n(C)c(=O)n2C
→ 0%	1%	0%	27%	-1%	-10%	-5%
> Cn1nnnc1SCCCNCc1cc(Cl)ccc1OCc1ccc(F)cc1
→ -4%	-1%	1%	u	-15%	-3%	-14%
> Cn1c(SCc2ccc(F)cc2)nc2ccc(C(=O)NCc3cccc(Cl)c3)cc21
→ 1%	-1%	0%	1%	4%	-26%	10%
> Cc1nc2nc(NC(=O)c3ccc(C(C)(C)C)cc3)[nH]n2c(=O)c1C
→ -1%	-11%	-6%	18%	-3%	16%	8%
> CC(C)c1ccc(NC(=O)CCn2c(=O)c3cccn3c3ccccc32)cc1
→ 1%	3%	1%	57%[activator]	53%[activator]	-27%	-2%
> Cc1ccc(NC(=O)C2CCCN(S(=O)(=O)c3ccc4c(c3)oc(=O)n4C)C2)cc1Cl (configuration not stated)
→ 1%	-2%	-6%	-19%	7%	-16%	-1%
> Cc1cccc(N2CCN(c3ccc4cc(S(=O)(=O)N5CCC(C)CC5)ccc4n3)CC2C)c1 (configuration not stated)
→ 1%	-1%	-4%	6%	3%	-4%	3%
> CCOC(=O)C1=C(CN2CCC(C(=O)OCC)CC2)NC(=O)NC1c1ccc(Cl)cc1 (configuration not stated)
→ 0%	0%	-8%	80%[activator]	76%[activator]	-28%	-1%
> Cc1cccc(NC(=O)c2ccc(-n3c(C)nnc3C)cc2)c1
→ -1%	-7%	0%	24%	-4%	-9%	25%

# Next part:
# Values in the order – B2AR arrestin ag	GALK inhibitor	PTAP-TSG101 blk	p53null 39C kill	p53null 32C tox	FH mod	NTMT1 inhibitor
> CCC1CN(C(=O)N2CCC(C(=O)N3CCN(c4cc(C)ccc4C)CC3)CC2)c2ccccc2O1 (configuration not stated)
→ 3%	-11%	0%	u	u	-23%	10%
> CCOc1ccc(S(=O)(=O)N(CC(=O)NCCc2ccc(OC)cc2)c2ccccc2)cc1
→ 1%	0%	0%	-1%	2%	5%	0%
> COc1cc(NC(=O)CCNC(=O)Cn2ccc3ccccc3c2=O)cc(OC)c1OC
→ 0%	3%	-6%	14%	4%	3%	8%
> CCOC(=O)c1c(C)n(-c2ccccc2)c2ccc(OC(=O)c3ccccc3NC(=O)C(C)(C)C)cc12
→ 1%	21%	-2%	20%	10%	u	-14%
> CC(C)c1ccc(NS(=O)(=O)c2ccc3[nH]cc(C(=O)NCC4CCCO4)c(=O)c3c2)cc1 (configuration not stated)
→ 1%	7%	0%	-3%	9%	u	-16%
> COc1cc(OC)cc(-n2c(=O)[nH]c3cc(C(=O)NCCc4ccc(C)cc4)ccc3c2=O)c1
→ 0%	-3%	-2%	-6%	4%	-4%	5%
> COc1ccc(NC(=O)C2CCCN(S(=O)(=O)c3ccc(F)cc3)C2)cc1 (configuration not stated)
→ u	2%	0%	5%	-5%	2%	16%
> COC(=O)c1c(NC(=O)/C(C#N)=C/c2ccc(OC)cc2)sc2c1CCC2
→ 0%	2%	3%	1%	-6%	-11%	u
> COc1ccc(-c2nnc(SCC(=O)N3CCCCC3)o2)cc1
→ -1%	4%	-8%	-19%	-12%	-6%	-1%
> COc1ccc(C)cc1NC(=O)Nc1nnc(N2CCCCC2)s1
→ -3%	-2%	-1%	7%	-2%	-7%	10%
> CCc1ccc(-n2c(N3CCN(c4cccc(Cl)c4)CC3)nc3ccccc3c2=O)cc1
→ 0%	7%	-7%	24%	6%	-18%	1%
> CCn1c(=O)cc(OCC(=O)N(C)c2ccc(OC)cc2)c2ccccc21
→ 1%	2%	-2%	-3%	-4%	-3%	u
> Cc1ccc2c(c1)N(CCC(=O)NCc1ccccc1Cl)C(=O)CO2
→ -2%	5%	-6%	-8%	4%	-4%	-3%
> COC(=O)c1ccc(Cn2nc(-c3ccc(C)c(C)c3)ccc2=O)cc1
→ -3%	1%	-5%	-17%	-3%	-8%	2%
